Bioassay records deposited in PubChem by National Center for Advancing Translational Sciences (NCATS).
BLM helicase inh – qHTS Assay for Inhibitors of Bloom's syndrome helicase (BLM); RecQ-like DNA helicase BLM (Homo sapiens), P54132; recombinant BLM DNA unwinding, fluorescence dequenching; Potency, µM (series often up to 56.1 µM), without a hit: at the top dose activity change, negative = inhibition, actives largely listed as inhibitors; 350,000 tested, 0.2% active;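 also: plate controls were vehicle for no effect and no enzyme for full effect; nearly all actives have a fitted effect of over 35% in size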
Pol beta inh – qHTS Assay for Inhibitors of DNA Polymerase Beta; P06746; Pol beta primer extension/strand displacement, fluorescence kinetic; Potency, µM (doses to about 114 µM), inactives show top-dose activity change, negative = inhibition, hits mostly inhibitors; 340,000 tested, 1.3% active; also: % is scaled to controls: 0 for no effect and ±100 for the full control effect
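Homogeneous kinetic assay of primer extension and strand displacement by 10 nM Pol beta, preincubated 15 min at room temperature with compound before 50 nM substrate (final) was added. Read at 0 and 10 min; four-parameter Hill fit.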
POLK inh – qHTS for Inhibitors of Polymerase Kappa; Potency, µM (titrated, usually from 107 µM), for the others: top-dose activity, negative = inhibition, actives largely listed as inhibitors; purified Pol kappa, fluorescent DNA synthesis assay, 10 min; AID 588579, 2011; DNA polymerase kappa (Homo sapiens), Q9UBT6; 400,000 tested, 0.53% active; also: % is scaled to controls: 0 for no effect and ±100 for the full control effect
Target sequence (Q9UBT6 whole entry, looked up): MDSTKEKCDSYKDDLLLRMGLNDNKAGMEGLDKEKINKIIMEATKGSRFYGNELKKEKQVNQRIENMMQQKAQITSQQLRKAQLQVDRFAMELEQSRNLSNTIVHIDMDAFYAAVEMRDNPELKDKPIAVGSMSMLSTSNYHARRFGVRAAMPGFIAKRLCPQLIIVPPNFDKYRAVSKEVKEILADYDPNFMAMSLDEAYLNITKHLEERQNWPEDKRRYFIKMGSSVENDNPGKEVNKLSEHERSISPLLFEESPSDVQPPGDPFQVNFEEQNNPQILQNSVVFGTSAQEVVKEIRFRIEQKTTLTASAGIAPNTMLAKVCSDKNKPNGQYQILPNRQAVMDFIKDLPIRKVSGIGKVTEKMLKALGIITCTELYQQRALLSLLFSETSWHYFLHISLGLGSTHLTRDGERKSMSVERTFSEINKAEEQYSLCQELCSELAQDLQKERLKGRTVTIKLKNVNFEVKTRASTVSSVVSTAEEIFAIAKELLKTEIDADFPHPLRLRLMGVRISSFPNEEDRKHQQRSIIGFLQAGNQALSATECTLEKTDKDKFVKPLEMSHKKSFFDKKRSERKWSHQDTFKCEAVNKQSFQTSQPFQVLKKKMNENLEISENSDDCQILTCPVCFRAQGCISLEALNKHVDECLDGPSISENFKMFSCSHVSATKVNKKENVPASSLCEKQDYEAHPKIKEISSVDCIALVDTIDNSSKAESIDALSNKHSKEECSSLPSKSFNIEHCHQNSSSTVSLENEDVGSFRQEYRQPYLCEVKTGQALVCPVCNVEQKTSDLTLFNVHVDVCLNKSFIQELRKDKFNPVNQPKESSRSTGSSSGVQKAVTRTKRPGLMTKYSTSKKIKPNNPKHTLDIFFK
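Inhibition of 10 nM Pol kappa is measured by a fluorescent read-out at 0 and 10 min following addition of 50 nM substrate (final), with a 15-min room-temperature compound preincubation.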
BAZ2B inh – qHTS Assay for Inhibitors of BAZ2B | AlphaScreen BAZ2B-H3K14Ac peptide displacement | Potency, µM (titrated, usually from 114 µM), for the others: at the top dose activity change, negative = inhibition, hits mostly inhibitors | 360,000 tested, 4.4% active; also: % is scaled to controls: 0 for no effect and ±100 for the full control effect; nearly all actives have a fitted effect of over 60% in size
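AlphaScreen displacement of biotin-H3(5-23)K14Ac peptide (50 nM final) from BAZ2B (50 nM final) in PBS pH 7.4, 0.01% Tween-20; complex preformed 30 min RT, then compounds (top 110 uM) 30 min RT, beads 20 min dark.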
Pol eta inh – qHTS for Inhibitors of Polymerase Eta | DNA polymerase eta (Homo sapiens), Q9Y253 | recombinant Pol eta, fluorescent DNA replication assay | Potency, µM (top dose mostly 114 µM), inactives show top-dose activity change, negative = inhibition, most hits filed as inhibitors | 390,000 tested, 1.2% active | AID 588591, 2011; also: % is scaled to controls: 0 for no effect and ±100 for the full control effect
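Pol eta (10 nM) was preincubated with compounds for 15 min at room temperature, after which fluorescent replication substrate (50 nM final) was added to start the reaction. Fluorescence was read kinetically at 0 and 10 min.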
JMJD2A Tudor – qHTS Assay for Inhibitors of JMJD2A-Tudor Domain. Lysine-specific demethylase 4A (Homo sapiens), O75164. Potency, µM (titrated, usually from 114 µM), for inactives: at the highest dose activity change, negative = inhibition, most hits filed as inhibitors. AID 504339, 2011. AlphaScreen JMJD2A-Tudor / H3K4me3 peptide binding. 390,000 tested, 4.4% active; also: % is scaled to controls: 0 for no effect and ±100 for the full control effect; nearly all actives have a fitted effect of over 50% in size
APE1 inh – qHTS Assay for Inhibitors of the Human Apurinic/apyrimidinic Endonuclease 1 (APE1); DNA repair nuclease/redox regulator APEX1 (Homo sapiens), P27695; recombinant APE1, TAMRA/BHQ-2 abasic DNA cleavage fluorescence; Potency, µM (top dose mostly 65.8 µM), for inactives: at the highest dose activity change, negative = inhibition, actives largely listed as inhibitors; 350,000 tested, 0.35% active; AID 2517, 2012;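 also: plate controls were vehicle for no effect and reference inhibitor for full effect; nearly all actives have a fitted effect of over 55% in size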
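Activity was derived from the fluorescence gain between first and third kinetic reads (60 s intervals, ex 525/em 598 nm) after 50 nM THF-abasic TAMRA/BHQ-2 duplex was added to 0.75 nM APE1 preincubated 15 min with compound.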
POLI inh – qHTS for Inhibitors of Polymerase Iota | Pol iota fluorescent replication assay, 10 min | Potency, µM (top dose mostly 115 µM), without a hit: top-dose activity, negative = inhibition, actives largely listed as inhibitors | AID 588590, 2011 | 390,000 tested, 1% active
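Fluorescent replication assay read twice, at 0 min and 10 min after adding 50 nM (final) substrate. Enzyme (10 nM) and compounds were first incubated 15 min at room temperature; enzyme-free buffer wells were negative controls.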
G9a inh – qHTS Assay for Inhibitors of Histone Lysine Methyltransferase G9a; Histone-lysine N-methyltransferase EHMT2 (Homo sapiens), Q96KQ7; G9a H3K9 monomethylation, AlphaScreen, 2 h; Potency, µM (doses to about 102 µM), inactives show at the top dose activity, negative = inhibition, usual class: inhibitors; 350,000 tested, 8.8% active; AID 504332, 2011; also: % is scaled to controls: 0 for no effect and ±100 for the full control effect; nearly all actives have a fitted effect of over 75% in size
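AlphaScreen detection with an anti-monomethyl H3K9 antibody quantified product after a 2 h room-temperature reaction containing 500 nM biotinylated H3K9 peptide, 20 µM SAM and 20 nM enzyme, which had been preincubated 15 min with compound.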
Starred values were filed as active, the others as inactive; ? = inconclusive; . = not tested or not shown; [ ] = remark or other dose. Calls follow the shape of the dose curve; as a rule, active = well fitted curve in the direction sought with a large enough effect; inconclusive = small, poorly fitted or top-dose-only effect, or another doubt; inactive = no such curve, though single readings can be large; an effect the other way counts as inactive or inconclusive. Potency is read from the fitted curve at half-maximal effect. A portion of the library; count on the stated rates, not on these rows.

mol | APE1 inh | POLI inh | JMJD2A Tudor | Pol eta inh | POLK inh | BLM helicase inh | Pol beta inh | BAZ2B inh | G9a inh
CCCN(CCC)CCNC(=O)C1CCCN(S(=O)(=O)c2cccc3nsnc23)C1 (stereo not given) | . | 7% | -9% | -7% | 6% | -1% | 43% | . | 6%[59 µM]
CC(NC(=O)c1ccc([N+](=O)[O-])o1)C1CC2CCC1C2 (stereo not given) | 14% | ? | -16% | -16% | -1% | . | . | . | .
CCOC(=O)/C=C1\CN(CCC(C)C)S(=O)(=O)c2ccccc21 | 11% | 2% | -5% | 2% | -12% | -6% | 2% | 12% | 35µM*
COc1ccc(OC)c(CCNC(=O)c2cnn(-c3ccccc3)c2C2CCN(C(=O)OC(C)(C)C)CC2)c1 | . | -6% | -36% | -23% | 0% | 1% | -1% | -6%[57.1 µM] | -29%[59 µM]
O=C(N/N=C/c1ccc(OC(F)F)cc1)C1=COCCO1 | -4% | 36%[activator] | -3% | -8% | 1% | -5% | ? | 0% | 17%
O=C(CC1(O)C(=O)N(CCc2ccccc2)c2ccc(Br)cc21)c1ccc(F)cc1 (stereo not given) | . | -11% | -29% | ? | -14% | -16% | -23% | -3% | -27%[59 µM]
CCOC(=O)/C=C/[C@H]1CC2(CCO1)SCCCS2 | 30% | -3% | 10% | -13% | 6% | . | . | 17% | -4%[0.501 µM]
CCOC(=O)c1cc(=O)c2c([N+](=O)[O-])ccc(OC)c2o1 | 0% | 44%[activator] | -12% | -18% | 1% | 6% | 0% | -1% | 6%
Cc1ccc(S(=O)(=O)c2nc(-c3ccc(F)cc3)oc2SCC(=O)NC2CCCCC2)cc1 | . | 14% | 1% | -6% | 6% | 0% | 9% | 30%[activator] | -9%[59 µM]
O=C(Cc1ccccc1)Nc1ccc(S(=O)(=O)N2CCOCC2)cc1 | 32% | 4% | 4% | -4% | -2% | -10% | -5% | -1% | ?
COc1cc(/C=C/c2noc(-c3ccccc3O)n2)cc(OC)c1OC | 1% | 9% | -1% | -17% | -22% | -5% | 24% | -12% | -24%[59 µM]
CCCc1cc(=O)[nH]c(SCC(=O)c2cc(C)n(CCOC)c2C)n1 | -1% | 24% | -22% | 6% | -3% | -2% | -5% | . | 1%[59 µM]
COc1ccc(CCN(Cc2cccs2)S(=O)(=O)c2ccc(S(=O)(=O)N(C)C3CCCCC3)cc2)cc1OC | 2% | 22% | -10% | -19% | -28% | -3% | 10% | -6% | 3%[59 µM]
O=C(Nc1ccc(Cl)cc1)OCc1cncs1 | -3% | -3% | -20% | -6% | -14% | 3% | 8% | ? | 0%[59 µM]
NC(=O)C1=C[C@H](c2ccc3c(c2)OCO3)C[C@H](OCc2ccc(CO)cc2)O1 | 0% | -10% | -22% | -14% | -2% | -3% | -12% | -7% | 1%[12.7 µM]
Cc1cc(C)c2c(c1)/C(=N/Nc1ccc(S(N)(=O)=O)cc1[N+](=O)[O-])CCC2 | 1% | -13% | -15% | -2% | -4% | -6% | -5% | -32% | 40µM*
Cc1noc(C)c1S(=O)(=O)Nc1ccccc1Cl | 31% | 2% | -20% | -2% | -4% | -2% | 22% | -3% | ?
CC(=O)Nc1ccc(NC(=O)c2cc(=O)c3ccc(C)cc3o2)cc1 | -19% | 74%[activator] | 8% | -19% | -9% | -10% | ? | -1% | 2%
O=C(NCCCc1ccccc1)c1ccc(CS(=O)Cc2ccccc2Cl)o1 (stereo not given) | -18% | -10% | -12% | -4% | -12% | -2% | 41% | -14% | .
CCOc1ccc2[nH]c(=O)c(C(c3nnnn3C3CCCCC3)N3CCN(CC)CC3)cc2c1 (stereo not given) | -1% | 24% | -16% | -22% | -7% | -1% | 6% | . | 0%[59 µM]
COC(=O)c1cc2c(ccn2-c2ccc(F)cc2)n1CC(C)C | 4% | 24% | ? | -10% | -26% | -12% | 4% | ? | 45µM*
CCOc1ccc(S(=O)(=O)N2CCCC(C(=O)N3CCOCC3)C2)cc1C (stereo not given) | 54%[activator] | -4% | -3% | 4% | -3% | 0% | 2% | -26% | 4%
COc1cc2ccc(=O)oc2c(OC)c1OC | -7% | . | . | . | -1%[60.1 µM] | -10% | . | . | -25%[2.33 µM]
NCCCCCc1nnc(SCc2ccc(Cl)c(Cl)c2)o1 | 3% | 36%[activator] | 17% | -4% | -4% | -5% | -11% | -3% | 1%[12.7 µM]
O=C(Nc1nc2c(s1)CCCC2)c1cccc(S(=O)(=O)N2CCCc3ccccc32)c1 | -5% | -4% | -35%[57.1 µM] | -15% | -18% | -8% | 9% | -8% | 3%[59 µM]
Cc1cc2ncc(-c3cccc(Cl)c3)cn2n1 | -6% | -6% | -4% | -25% | 7% | 0% | 6% | -19% | -2%
O=C(O)c1cccc(S(=O)(=O)N2CCN(c3ccccn3)CC2)c1 | 7% | 35%[activator] | -27% | -14% | -18% | -5% | 20% | -4% | .
CN1CCN(C(c2cc3cc4c(cc3[nH]c2=O)OCCO4)c2nnnn2C2CCCC2)CC1 (stereo not given) | 1% | . | . | . | . | -6% | 10% | -2% | -7%
COCCCNC(=O)Cn1cc2c(n1)CCC(C)C2 (stereo not given) | 0% | 6% | -15% | -23% | 0% | -1% | -1% | 13% | ?
CCCn1c(=O)sc2cc(NC(=O)COc3ccc(Cl)cc3)ccc21 | . | 34%[activator] | -12% | -18% | -3% | -8% | -1% | -4% | -3%[59 µM]

By substructure, those above with a Cl atom
mol | APE1 inh | POLI inh | JMJD2A Tudor | Pol eta inh | POLK inh | BLM helicase inh | Pol beta inh | BAZ2B inh | G9a inh
O=C(Nc1ccc(Cl)cc1)OCc1cncs1 | -3% | -3% | -20% | -6% | -14% | 3% | 8% | ? | 0%[59 µM]
Cc1noc(C)c1S(=O)(=O)Nc1ccccc1Cl | 31% | 2% | -20% | -2% | -4% | -2% | 22% | -3% | ?
O=C(NCCCc1ccccc1)c1ccc(CS(=O)Cc2ccccc2Cl)o1 (stereo not given) | -18% | -10% | -12% | -4% | -12% | -2% | 41% | -14% | .
NCCCCCc1nnc(SCc2ccc(Cl)c(Cl)c2)o1 | 3% | 36%[activator] | 17% | -4% | -4% | -5% | -11% | -3% | 1%[12.7 µM]
Cc1cc2ncc(-c3cccc(Cl)c3)cn2n1 | -6% | -6% | -4% | -25% | 7% | 0% | 6% | -19% | -2%
CCCn1c(=O)sc2cc(NC(=O)COc3ccc(Cl)cc3)ccc21 | . | 34%[activator] | -12% | -18% | -3% | -8% | -1% | -4% | -3%[59 µM]

A draw from above in order of molecular weight, smallest number first:
mol | APE1 inh | POLI inh | JMJD2A Tudor | Pol eta inh | POLK inh | BLM helicase inh | Pol beta inh | BAZ2B inh | G9a inh
COc1cc2ccc(=O)oc2c(OC)c1OC | -7% | . | . | . | -1%[60.1 µM] | -10% | . | . | -25%[2.33 µM]
O=C(Nc1nc2c(s1)CCCC2)c1cccc(S(=O)(=O)N2CCCc3ccccc32)c1 | -5% | -4% | -35%[57.1 µM] | -15% | -18% | -8% | 9% | -8% | 3%[59 µM]
CCOc1ccc2[nH]c(=O)c(C(c3nnnn3C3CCCCC3)N3CCN(CC)CC3)cc2c1 (stereo not given) | -1% | 24% | -16% | -22% | -7% | -1% | 6% | . | 0%[59 µM]

Next results follow:
mol | APE1 inh | POLI inh | JMJD2A Tudor | Pol eta inh | POLK inh | BLM helicase inh | Pol beta inh | BAZ2B inh | G9a inh
CC(=O)Nc1cccc(N2C(=O)CC(N3CCC(C(=O)N4CCCCC4)CC3)C2=O)c1 (stereo not given) | 20% | 8% | -10% | -7% | -8% | -1% | 16% | 7% | ?
COc1ccc2ccccc2c1/C=N/Nc1cccc(C(=O)O)c1 | 23% | 78%[activator] | -16% | 7% | -32% | 1% | -21% | ? | 45µM*
CCOc1ccc(NC(=O)CC2CC(C)(C)OC2=O)cc1 (stereo not given) | 5% | 2% | -2%[11.4 µM] | 8% | -5% | -1% | 2% | -1% | -3%[59 µM]
CC(NC(=O)Nn1cnnc1)(C(F)(F)F)C(F)(F)F | -2% | 7% | -11% | -17% | 2% | -1% | 11% | 10% | -1%[12.7 µM]
O=C(c1ccccc1)N1CCN(c2ncnc3c2cnn3-c2ccccc2)CC1 | 1% | -6% | -10% | -8% | -2% | -2% | 6% | -5% | 9%
C=CCNC(=S)N/N=C(\C)c1ccc(OC)cc1 | 14% | 11% | -21% | -21% | 3% | -2% | ? | ? | 24%[59 µM]
O=c1nc2s/c(=C\c3ccc(-c4ccccc4[N+](=O)[O-])o3)c(=O)n2nc1-c1ccccc1 | 12% | 7% | 3% | ? | -3% | ? | 5µM* | 10µM* | ?
N#CC(c1ccccc1)N(CCCCl)C(=O)c1ccccc1 (stereo not given) | -9% | ? | 3% | -8% | 2% | 2% | ? | 5% | 45µM*
COc1ccc(CCCC(=O)NC2CCCCC2C)c(C)c1 (stereo not given) | -1% | 43%[activator] | -15% | -13% | -1% | -2% | -13% | ? | 8%
COc1ccc(-c2sc3cc4c(cc3c2C#CC2(N)CCCCC2)OCO4)cc1 | -3% | ? | 25µM* | -12% | -4% | . | . | 10µM* | 4%[0.501 µM]
C=CCNc1nc(N2CCCCC2)c(C#N)c2c1CN(Cc1ccccc1)CC2 | 2% | 21% | -34% | -10% | -4% | -3% | 0% | -34% | -15%
COc1ccc(C2Nc3ccccc3C(=O)N2NS(C)(=O)=O)cc1 (stereo not given) | -21% | 36%[activator] | 1%[57.1 µM] | -14% | 9% | -2% | 14% | 15% | -26%
COc1cc(/C=C/C(=O)OCC(=O)NC2CC2)cc(OC)c1OC | 41% | -18% | -3% | -15% | -30% | . | . | . | .
